High-throughput results as filed in PubChem.
BRCT inh green: inhibitors of human BRCA1 BRCT-phosphoprotein interaction (green fluorophore) | P38398 | BRCA1 BRCT-phosphopeptide binding, green fluorescence polarization | Potency, µM (titrated, usually from 76.9 µM), inactives show at the highest dose activity change, negative = inhibition, usual class: inhibitors | 75,000 tested, 0.05% active;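 further: potency means the concentration at half of the fitted maximal effect; plate controls were peptide without protein for full effect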
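Fluorescence polarization: His-tagged BRCT (~35 kDa BRCA1 C-terminus, 250 nM) bound to 100 nM fluorescein-labeled phosphorylated 10-aa BACH1 peptide, pH 7.3 phosphate buffer with DTT and Tween 20. Compounds incubated 12 min at room temperature; inhibition read as lowered polarization.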
HBB splice mod: hemoglobin beta splicing modulation; HBB splicing reporter cell assay, activation; EGFP reporter with mutant IVS2-654 intron; response scale: normalised to 500 nM splice-correcting PNA; Potency, µM (doses to about 46.1 µM), for inactives: at the highest dose activation, usual class: activators; 65,000 tested, 0.06% active; further: potency means the concentration at half of the fitted maximal effect; 0% is about no effect
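HeLa cells stably expressing EGFP interrupted by mutant beta-globin intron 2 (IVS2-654), 500/well in 2% FCS. Treated with compound for 2 days at 37C. Splicing correction scored as total well GFP intensity (488 nm excitation, 500-520 nm emission); 500 nM antisense PNA served as control.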
A350 autofl: A350 region autofluorescence. Compound autofluorescence, 340/450 nm, Alexa 350 dye-equivalents; hits give high values. max dye-equivalent concentration, M. 59,000 tested, 11% active; in the data active means max dye-equivalent concentration above about 10 nM; inconclusive means mostly about 1.1 nM to 9.6 nM
Hsp90 Hop PPI: changes Hsp90-Hop TPR2A binding signal, up or down; AlphaScreen TPR2A-His6 binding biotin-Hsp90 C-terminal peptide; Potency, µM (doses to about 57 µM), inactives show top-dose activity change, negative = inhibition; 71,000 tested, 0.44% active; active means well fitted curve in either direction with a large enough effect; inconclusive means small, poorly fitted or top-dose-only effect, or another doubt; further: potency means the concentration at half of the fitted maximal effect; on the % scale 0 is the no-effect control and ±100 the full control effect; many of its hits are not listed in these tables
DNA Pol III inh: blocks replication by bacterial DNA polymerase III holoenzyme. reconstituted DNA polymerase III holoenzyme replication, biochemical. Potency, µM (highest dose often 57.1 µM), for inactives: at the highest dose activity change, negative = inhibition. 71,000 tested, 0.25% active; further: potency means the concentration at half of the fitted maximal effect; on the % scale 0 is the no-effect control and ±100 the full control effect
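Reconstituted *E. coli* holoenzyme (0.35 nM Pol III, 1 nM beta, 154 nM SSB, 2 nM primase) was preincubated with compound for 15 min at RT. Synthesis on 1.4 nM ssM13Gori ran 35 min, then was stopped with PicoGreen/EDTA and read as dsDNA fluorescence.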
BRCT PPI red: BRCT-phosphoprotein interaction inhibition (red fluorophore); P38398; BRCT-phosphopeptide binding, red fluorescence polarization; Potency, µM (titrated, usually from 76.9 µM), for inactives: at the highest dose activity change, negative = inhibition, usual class: inhibitors; 75,000 tested, 0.03% active; further: on the % scale 0 is the no-effect control and ±100 the full control effect
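Rhodamine-labelled pBACH1 10-mer (100 nM) bound to BRCT domain (100 nM) at pH 7.3; compounds incubated 12 min room temperature, polarization read. Free peptide defines full inhibition; unlabelled decapeptide titrated as control.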
Epigenetic mod: epigenetic GFP locus derepression in mouse cells; Potency, µM (doses to about 46.1 µM), inactives show at the top dose GFP derepression (activation); mouse C127i GFP locus derepression, cytometry, 30 h; 68,000 tested, 0.09% active; further: % of control where 0% means no effect
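Locus derepression in mouse mammary C127i cells whose integrated CMV-GFP reporter is normally silent; GFP expression after 30 h compound treatment was quantified by counting fluorescent cells.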
4MU fluor: compound fluoresces in the 4-MU spectral region | compound autofluorescence, 340/450 nm, 4-MU equivalents; hits give high values | max dye-equivalent concentration, M | 59,000 tested, 11% active | AID 589; in the data active means max dye-equivalent concentration above about 10 nM; inconclusive means mostly about 1.1 nM to 9.6 nM
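Compounds in 100 mM Tris, pH 8.0, sat 15 min at room temperature before fluorescence was read at 340 nm excitation/450 nm emission; a per-plate six-point 4-MU standard curve converted signals to dye-equivalent concentration at each compound concentration.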
UbGFP stabilizer: inhibits proteasome, raising ubiquitin-GFP reporter fluorescence; Ubiquitin-GFP reporter cells, proteasome inhibition, GFP fluorescence; response scale: untreated = 0%, 10 µM MG-132 = 100%; AID 526; 67,000 tested, under 10 active; Potency, µM (highest dose often 45.9 µM), for the others: at the highest dose activation (GFP accumulation), usual class: activators; active means well fitted activation curve with a large enough effect, not every such curve was filed as active; inconclusive means small, poorly fitted or top-dose-only effect, or another doubt; inactive means no such curve, though single readings can be large or run the other way; further: potency means the concentration at half of the fitted maximal effect
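U2OS cells expressing ubiquitin(G76V)-GFP, seeded overnight in 0.5% FBS medium, then treated 4 hr at 37 C across 46 uM to 2.9 nM. GFP-positive cells counted by laser cytometry (488 ex/515 em); %activity scaled between basal and 10 uM MG-132.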
CRE-bla Fsk: modulators of forskolin-stimulated CRE signaling in CHO cells; CHO CRE-bla reporter (cAMP response element driving beta-lactamase), forskolin EC10, beta-lactamase ratio; AID 662; 71,000 tested, 2.5% active; Potency, µM (highest dose often 38.2 µM), for inactives: top-dose activity change, negative = inhibition, most hits filed as activators; active means well fitted activation curve with a large enough effect in the signal ratio, with a control signal flat, not every such curve was filed as active; inconclusive means small, poorly fitted or top-dose-only effect, or effect the other way, or a change in a side signal; the % refers to the signal ratio; further: potency means the concentration at half of the fitted maximal effect; % of control where 0% means no effect
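CRE-bla CHO reporter cells treated with compound titration plus EC10 NKH 477 (water-soluble forskolin), incubated 3 h at 37 °C; CCF4 loading 2 h at room temperature, 460/530 nm emission ratio read, AC50 values derived for positive or negative modulators.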
15-hLO inh: 15-hLO (ALOX15) enzyme inhibition; P16050; purified 15hLO-1, xylenol orange hydroperoxide absorbance; Potency, µM (top dose mostly 57.1 µM), inactives show at the highest dose activity change, negative = inhibition, hits mostly inhibitors; 74,000 tested, 1.4% active; further: potency means the concentration at half of the fitted maximal effect; on the % scale 0 is the no-effect control and ±100 the full control effect; nearly all actives have a fitted effect of over 55% in size
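Readout: Fe(III)-xylenol orange absorbance, 573-to-405 nm ratio as reaction progress. Enzyme 40 nM purified human 15hLO-1, substrate 50 uM arachidonic acid, 6 min RT after 15 min compound preincubation; Hepes pH 7.5 buffer with Triton X-100.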
Numbers without * were called inactive; i = inactive; ? = inconclusive; . = no result given; [ ] = dose if it differs, or a comment. Unless noted, the call rests on the fitted dose curve; in most records, active means well fitted curve in the direction sought with a large enough effect; inconclusive means small, poorly fitted or top-dose-only effect, or another doubt; inactive means no such curve, though single readings can be large; an effect the other way counts as inactive or inconclusive.

canonical_smiles	Hsp90 Hop PPI	BRCT PPI red	HBB splice mod	CRE-bla Fsk	UbGFP stabilizer	BRCT inh green	DNA Pol III inh	15-hLO inh	4MU fluor	Epigenetic mod	A350 autofl
CC(NS(C)(=O)=O)C(c1cccs1)N1CCN(c2ccccc2)CC1 (configuration not stated)	-8%	-1.5%	-1.7%	-4%	-5%	-3.2%	-13%	5%	i	10%	i
Cc1cc(C(=O)CN2C(=O)C3CC=CCC3C2=O)c(C)n1-c1ccccc1 (configuration not stated)	-11%	0.2%	-0.7%	?	3%	-1.4%	-3%	-2%	i	1%	i
C[C@@H](C(=O)Nc1ccc2ccccc2c1)[C@H]1C[C@]1(C)[C@H](NS(=O)(=O)c1ccc2ccccc2c1)c1ccccc1	-6%	-0.2%	2.4%	-9%	.	1.6%	2%	.	.	.	.
CC1(C)C(=O)C2(C(=O)NCc3ccccc3)CCC1C2 (configuration not stated)	0%	-0.3%	-0.6%	-8%	4%	-3.4%	-5%	4%	i	5%	i
COc1cc(C(=O)NCCc2cn3ccccc3n2)cc(OC)c1OC	0%	1.3%	-0.9%	?	-1%	-0.9%	-13%	-2%	.	.	.
c1ccc(Cn2ncc3c(N4CCCCC4)ncnc32)cc1	2%	-1.3%	-0.3%	?	-12%	0.0%	-2%	-7%	.	6%	.
COc1ccccc1N(C(=O)NCc1ccccc1)C1=NCC(C)S1 (configuration not stated)	25%	0.7%	0.9%	?	-9%	0.9%	4%	-5%	.	-2%	.
O=C(Nc1nc(-c2ccc(S(=O)(=O)N3CCCC3)cc2)cs1)C1COc2ccccc2O1 (configuration not stated)	-5%	-2.4%	-3.0%	?	-1%	1.6%	-2%	-6%	i	-2%	i
CC(=O)Nc1c(O)[nH]c2ccccc12	-2%	-1.0%	1.1%	-8%	-1%	-1.5%	5%	-1%	i	-2%	i
COc1ccccc1N1CCN(c2cc(N3CCCC3)nc(C)n2)CC1	-1%	0.4%	.	5%	-2%	-2.5%	-3%	8%	i	3%	i
COc1ccc(OC)cc1	-2%	-1.4%	0.3%	-8%	.	2.7%	3%	6%	.	.	.
O=C(NCc1ccco1)c1cc2c(s1)CCCCC2	-5%	1.5%	0.0%	?	10%	-3.1%	-6%	-20%	i	1%	i
CC(=O)N1CCc2c(sc(NC(=O)c3ccc4c(c3)OCCO4)c2C#N)C1	0%	-1.3%	-1.3%	?	7%	-0.9%	-7%	-1%	.	.	.
CC(C)(C)NC(=O)CC(CC(=O)O)c1ccccc1 (configuration not stated)	-6%	1.3%	0.0%	-3%	16%	-1.1%	-5%	1%	.	.	.
N#Cc1nc(COc2ccccc2)oc1N1CCCCC1	?	1.1%	-0.2%	16%	-12%	-0.4%	-2%	1%	.	9%	.
Cc1ccc(C(C(=O)NC2CCCC2)N(C(=O)c2csnn2)C2CCCC2)o1 (configuration not stated)	2%	-0.2%	.	-2%	4%	-2.7%	-4%	5%	i	-3%	i
COc1ccccc1NC(=O)Cn1cnc2c(cnn2-c2ccccc2)c1=O	-1%	-0.1%	.	?	6%	-0.1%	-5%	4%	i	6%	i
CCCN(CCC)C(=O)Cn1c(=O)n(CCCCC(=O)NC2CCCC2)c(=O)c2ccccc21	-2%	2.2%	-1.0%	1%	-4%	-1.9%	2%	-4%	i	0%	i
C[C@H]1[C@H](O)[C@@H](C)C=CC=CC=CC=CC=CC=CC=C[C@H](O[C@@H]2O[C@@H](C)[C@H](O)[C@@H](N)[C@@H]2O)C[C@@H]2O[C@](O)(C[C@@H](O)C[C@@H](O)[C@@H](O)CC[C@@H](O)C[C@@H](O)CC(=O)O[C@H]1C)C[C@H](O)[C@H]2C(=O)O	-4%[11 µM]	-0.1%[15.4 µM]	1.1%[9.22 µM]	0%[7.6 µM]	3%[9.17 µM]	11%[15.4 µM]	0%[11.4 µM]	2µM*	i	0%[9.22 µM]	i
CN(C)Cc1ccccc1-c1nccc(N(C)C)n1	?	-1.1%	-1.8%	0%	2%	-5.8%	-2%	6%	i	-1%[9.22 µM]	i
COc1ccc(C(=O)Nc2nncs2)cc1S(=O)(=O)N1CC(c2ccccc2)CC1=O (configuration not stated)	-3%[2.3 µM]	-3.7%	-1.4%	?	-7%	-2.6%	-8%	-1%	.	.	.
CCC(=O)N1CN(S(=O)(=O)c2ccc(C)cc2)CC1C (configuration not stated)	?	-1.4%	0.4%[57.5 µM]	8%	0%	-0.7%	?	-25%	i	-2%	i
CC1CN(C(=O)CSc2ncnc3sccc23)CC(C)O1 (configuration not stated)	0%	-1.1%	-4.3%	?	2%	9.2%	-3%	1%	i	1%	i
CCn1cc(C(=O)N2CCn3c(nc4ccccc43)C2)c(=O)c2ccc(C)nc21	-2%	0.2%	-1.2%	?	7%	1.2%	-5%	9%	.	.	.
O=c1c(-c2ccc(F)cc2)nc2cnc(Oc3cccc(Cl)c3)nc2n1C1CC1	-2%	0.9%	0.9%	11%	-6%	-1.9%	-7%	10%	i	5%[9.22 µM]	i
Cc1ccnc(SCC(=O)Nc2sc3c(c2C#N)CCCC3)n1	-1%	1.5%	1.8%	27%	-2%	1.8%	-2%	-14%	i	-1%	i
COc1ccc2[nH]cc(CCNc3ccnc(-c4ccc5c(c4)OCO5)n3)c2c1	?	1.1%	1.3%	17%	6%	-0.5%	-3%	?	2.6e-08M*	0%[9.22 µM]	3.1e-08M*
Cc1ccc(-c2nc3s/c(=C\c4ccco4)c(=O)n3n2)cc1	-4%	-0.7%	-0.2%	-11%	-7%	3.1%	-3%	-28%	i	10%	i
O=C(NCc1cccs1)c1ccccc1F	2%	0.0%	0.2%[9.22 µM]	2%	24%	-0.4%	-9%	2%	.	2%	.
COc1ccc(N2CCN(C(=O)c3cccc(Cn4cc(Cl)cn4)c3)CC2)cc1	-8%	1.3%	-0.9%	0%	-3%	-0.9%	1%	-13%	i	0%	i
Cc1cc(NC(=O)C2CCCN(S(=O)(=O)c3cnc[nH]3)C2)ccc1Br (configuration not stated)	-1%	2.6%	-0.3%	-11%	10%	-1.2%	0%	1%	.	0%	.
O=c1[nH]c(=S)[nH]c(-c2ccccc2)c1Cc1c(O)ccc2ccccc12	-4%[11 µM]	0.6%[15.4 µM]	2.9%[9.22 µM]	-9%[7.6 µM]	-2%[9.17 µM]	-2.3%[15.4 µM]	-12%[11.4 µM]	-25%[11.4 µM]	?	17%[9.22 µM]	?
Cc1csc2nc(CNS(=O)(=O)c3ccc(-c4ccccc4)cc3)cn12	-10%	-1.9%	0.1%	-17%	-4%	-3.1%	-4%	1%	.	.	.
COc1ccc(C2N=C(c3ccccc3)C(C)(C)N2O)cc1OC (configuration not stated)	-7%[11 µM]	0.0%	-1.1%[0.0738 µM]	?	11%[9.17 µM]	-1.9%	2%[11.4 µM]	-3%[11.4 µM]	.	0%	.
CC1CCc2nn(CC(=O)NC3CCCC(C)C3C)cc2C1 (configuration not stated)	1%	-1.1%	-0.1%	-4%	3%	-2.5%	-11%	7%	.	10%	.

Reformatted: 3 of the compounds above
> COc1ccc(OC)cc1
- Hsp90 Hop PPI: -2%
- BRCT PPI red: -1.4%
- HBB splice mod: 0.3%
- CRE-bla Fsk: -8%
- UbGFP stabilizer: .
- BRCT inh green: 2.7%
- DNA Pol III inh: 3%
- 15-hLO inh: 6%
- 4MU fluor: .
- Epigenetic mod: .
- A350 autofl: .

> C[C@@H](C(=O)Nc1ccc2ccccc2c1)[C@H]1C[C@]1(C)[C@H](NS(=O)(=O)c1ccc2ccccc2c1)c1ccccc1
- Hsp90 Hop PPI: -6%
- BRCT PPI red: -0.2%
- HBB splice mod: 2.4%
- CRE-bla Fsk: -9%
- UbGFP stabilizer: .
- BRCT inh green: 1.6%
- DNA Pol III inh: 2%
- 15-hLO inh: .
- 4MU fluor: .
- Epigenetic mod: .
- A350 autofl: .

> CC1CN(C(=O)CSc2ncnc3sccc23)CC(C)O1 (configuration not stated)
- Hsp90 Hop PPI: 0%
- BRCT PPI red: -1.1%
- HBB splice mod: -4.3%
- CRE-bla Fsk: ?
- UbGFP stabilizer: 2%
- BRCT inh green: 9.2%
- DNA Pol III inh: -3%
- 15-hLO inh: 1%
- 4MU fluor: i
- Epigenetic mod: 1%
- A350 autofl: i
